Screening results as filed in PubChem.
MC4R ag barr = activates human MC4R beta-arrestin recruitment. U2OS MC4R beta-arrestin complementation, luminescence; percent of melanotan II response, DMSO zero. activation, % at 8.9 µM. 360,000 tested, 0.98% active;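 active means activation above a per-plate cutoff, the mean activation of sample wells on that plate plus 3 SD, cut at about 8% in these data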
Target sequence (P32245 whole entry, looked up): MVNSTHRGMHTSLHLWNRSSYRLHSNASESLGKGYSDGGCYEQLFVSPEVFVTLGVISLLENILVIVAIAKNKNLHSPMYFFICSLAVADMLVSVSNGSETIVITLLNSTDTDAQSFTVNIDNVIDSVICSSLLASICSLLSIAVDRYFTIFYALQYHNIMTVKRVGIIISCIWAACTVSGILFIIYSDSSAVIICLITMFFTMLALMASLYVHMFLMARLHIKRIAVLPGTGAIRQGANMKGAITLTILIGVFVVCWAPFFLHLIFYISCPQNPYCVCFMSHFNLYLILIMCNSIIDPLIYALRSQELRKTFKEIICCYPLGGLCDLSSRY
LMP1 NFkB inh = Epstein-Barr LMP1 NF-kappaB reporter inhibition; LMP1-induced NF-kappaB luciferase reporter cells, luminescence; inhibition, % at 12.5 µM; 350,000 tested, 0.69% active; in the data active means inhibition above about 41%;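 further: 0% = neutral control wells and 100% = reference inhibitor control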
TLR9-MyD88 inh = inhibitors of human TLR9-MyD88 binding | 340,000 tested, 0.21% active | CHO BLA complementation TLR9-MyD88, CCF4 FRET ratio | inhibition, % at 4.98 µM | Q9NR96+Q99836 | AID 504734;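 active means inhibition above the mean over all tested compounds plus 3 SD, cut at about 21% in these data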;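 further: 0% = DMSO only wells and 100% = clavulanate BLA inhibitor control wells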
NR5A2 inv ag = inverse agonists of human LRH-1 (NR5A2) | inhibition, % at 3.6 µM | 360,000 tested, 0.13% active | HEK293T StAR-luciferase reporter, LRH-1 transfected, 24 h | AID 602396;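 active means inhibition above the mean inhibition of all tested compounds plus 3 SD, cut at about 73% in these data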;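 further: 0% = DMSO wells and 100% = reporter-only cells lacking LRH-1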
Target sequence (O00482 whole entry, looked up): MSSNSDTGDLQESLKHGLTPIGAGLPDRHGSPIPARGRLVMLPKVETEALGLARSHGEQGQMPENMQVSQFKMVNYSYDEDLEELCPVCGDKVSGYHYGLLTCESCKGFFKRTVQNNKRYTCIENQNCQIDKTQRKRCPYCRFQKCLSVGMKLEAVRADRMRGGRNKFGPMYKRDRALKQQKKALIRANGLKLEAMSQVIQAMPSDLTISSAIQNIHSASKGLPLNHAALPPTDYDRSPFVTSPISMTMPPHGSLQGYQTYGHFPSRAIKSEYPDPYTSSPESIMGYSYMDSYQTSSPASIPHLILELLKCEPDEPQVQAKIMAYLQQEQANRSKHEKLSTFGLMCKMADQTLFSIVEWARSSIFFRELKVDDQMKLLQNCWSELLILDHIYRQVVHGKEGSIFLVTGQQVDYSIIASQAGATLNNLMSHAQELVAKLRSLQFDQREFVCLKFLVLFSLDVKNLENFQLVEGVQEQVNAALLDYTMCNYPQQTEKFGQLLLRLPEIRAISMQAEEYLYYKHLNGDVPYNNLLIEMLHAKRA
NCOA2 inhibitor = inhibits human steroid receptor coactivator 2; Q15596; HEK293 GAL4-SRC2 luciferase reporter, luminescence; inhibition, % at 9 µM; 370,000 tested, 0.17% active;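 active means inhibition above the mean inhibition of all tested compounds plus 3 SD, set per campaign, cut at about 52% in these data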;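 further: 0% = DMSO treated cells and 100% = cells given Gossypol at 36 µM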
MC4R antagonist = human MC4R antagonism in cAMP assay; P32245; MC4R-expressing cells, MTII-stimulated cAMP, LANCE TR-FRET; 360,000 tested, 0.48% active; AID 540295; inhibition, % at 6.5 µM;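 active means inhibition above its plate's cutoff, the mean of tested wells on that plate plus 3 SD, cut at about 29% in these data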;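 further: 0% = Melanotan II alone and 100% = Melanotan II plus saturating MCL0020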
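Material: human MC4R-expressing U2OS cells. Probe or stimulus: Melanotan II challenge. Dosing: 6.5 µM single dose. Times: 30-min compound, 1-h challenge, 1-h detection, room temperature. Technique: TR-FRET with Eu-cAMP and labeled anti-cAMP, 671 nm. Replication: singlicate.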
NCOA3 inh = inhibits human SRC3 coactivator; Q9Y6Q9; HEK293 GAL4-SRC3 luciferase reporter, luminescence; inhibition, % at 3.6 µM; 360,000 tested, 0.17% active; AID 588352;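 active means inhibition above a per-campaign cutoff, the mean of all compounds plus 3 SD, cut at about 60% in these data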;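 further: 0% = DMSO-treated cells and 100% = gossypol-treated cells at 36 µM; higher means less SRC3-driven luciferase light from the GAL4 reporter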
NR2F2 inh = NR2F2 (human) inhibition, primary screen | P24468 | HEK293T NGFI-A luciferase reporter, luminescence | inhibition, % at 8.6 µM | 370,000 tested, 0.7% active | AID 686940;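 active means inhibition above a per-plate cutoff, mean inhibition of test wells between control levels plus 3 SD, cut at about 38% in these data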;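 further: cells cotransfected with COUP-TFII expression vector driving the NGFI-A reporter; 0% = median of COUP-TF2 test wells and 100% = reporter-only cells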
NOD2 RIPK2 PPI = inhibitors of human NOD2-RIPK2 interaction; AID 624267; 360,000 tested, 0.38% active; CHO BLA complementation NOD2-RIPK2, CCF4 ratio; inhibition, % at 4.98 µM; O43353; in the data active means inhibition above about 21%;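 further: 0% = vehicle only and 100% = reference blocker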
ABHD5-PLIN5 inh = inhibitors of human ABHD5-perilipin-5 interaction; Q00G26+Q8WTS1; Split G. princeps luciferase complementation, luminescence, 4 h; inhibition, % at 4 µM; 360,000 tested, 0.78% active; AID 602281;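 active means inhibition above the mean inhibition across every tested compound plus 3 SD, cut at about 22% in these data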;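 further: 0% = DMSO only wells and the 100% control is not disclosed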
SRC1 inh = inhibitors of human steroid receptor coactivator 1 (SRC1) | HEK293 GAL4-SRC1 luciferase reporter, luminescence | 360,000 tested, 0.12% active | inhibition, % at 3.6 µM;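 active means inhibition above the campaign mean plus 3 SD, with each screening campaign given its own cutoff, cut at about 60% in these data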;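 further: 0% = DMSO treated cells and 100% = gossypol at 36 µM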
* = called active by the depositor; x = not tested or not shown.

Values run as follows: MC4R ag barr	LMP1 NFkB inh	TLR9-MyD88 inh	NR5A2 inv ag	NCOA2 inhibitor	MC4R antagonist	NCOA3 inh	NR2F2 inh	NOD2 RIPK2 PPI	ABHD5-PLIN5 inh	SRC1 inh
1	CCCCNC(=O)C1(C)CCC(=O)N1CCOc1ccccc1 (configuration not stated)
 : x	x	x	-10	-2	x	-38	-18	-15	-10	5
2	CCCCC[C@@H]1C=C(C(=O)O)[C@H](c2ccc(F)cc2)N1S(=O)(=O)c1ccc(C)cc1
 : 1.3	0	-8	27	16	-3	21	-15	-8	-5	6
3	CN(C)C(=O)c1cnc(Cc2c[nH]c3ccccc23)c(I)c1
 : -0.2	x	x	2	-31	-1	2	-4	11	-1	-7
4	CCOC(=O)Nc1sc2c(c1C(N)=O)CCC(C)C2 (configuration not stated)
 : 2.4	3	6	-13	0	-2	-34	0	2	-4	-8
5	COc1ccc(N2CCN(c3ccc(NC(=O)c4ccc5c(c4)OCO5)cc3C#N)CC2)cc1
 : 0.3	-12	2	-15	x	17	12	x	-1	-1	12
6	O=C(NCc1ccc(Cl)cc1)C1CCCCN1S(=O)(=O)c1ccccc1 (configuration not stated)
 : -1.8	-7	-3	-26	8	16	11	5	4	-7	-12
7	CCC(C)(C)n1nnnc1C(c1ccc(OC)c(OC)c1)N1CCN(c2ccccc2)CC1 (configuration not stated)
 : 0.0	3	-13	10	14	0	15	-7	16	2	18
8	CCC(CC)NC(=O)c1cccc([N+](=O)[O-])c1C
 : -0.7	-13	7	-9	-11	13	16	10	-11	0	9
9	Cc1cc2oc(=O)c3c(c2cc1OCc1nn[nH]n1)CCCC3
 : 2.0	-12	0	2	15	-4	-14	-3	0	9	-16
10	CCC(=O)N1c2ccc(S(=O)(=O)NCCc3ccc(C)cc3)cc2CC1C (configuration not stated)
 : 0.7	1	3	13	-24	-2	18	-2	-3	8	3
11	O=C(COc1ccccc1)NS(=O)(=O)c1ccccc1
 : 1.5	3	-16	-1	7	24	13	-12	-3	-5	-16
12	O=C(Cc1noc2ccccc12)Nc1ccc2ccccc2c1
 : 1.4	-7	-11	-9	-4	6	-32	10	-1	-3	-17
13	CCN(CC)CCOc1ccc(/C(=C(\Cl)c2ccccc2)c2ccccc2)cc1
 : 2.2	-7	-5	-6	13	6	22	13	4	49*	6
14	Nc1ccc(N2CCCC2)c(S(=O)(=O)Nc2cccc(C(F)(F)F)c2)c1
 : -0.6	-1	-4	5	2	0	-4	22	4	-18	-13
15	CCCC(=O)Nc1nc2n(n1)C(c1ccccc1)CC(=O)N2 (configuration not stated)
 : -2.1	3	5	2	-33	9	14	11	-8	4	1
16	CCN(CC(=O)Nc1c(F)cccc1F)C(=O)CCNC(=O)c1ccccc1OC
 : -3.8	9	8	-14	-22	2	-4	-4	-1	3	1
17	CC(=O)Oc1ccc(N(C(C)=O)S(=O)(=O)c2ccc(C)cc2)c2ccccc12
 : -4.1	10	-11	19	0	-1	5	-15	-5	2	7
18	COc1c(Cl)cc(C(=O)NN)cc1Cl
 : -1.2	-5	9	23	28	-28	18	-78	4	-7	-14
19	Cc1ccc(C)c(N2CCN(c3nnnn3-c3ccccc3)CC2)c1
 : -0.4	0	5	-8	12	14	-4	10	5	-4	-5
20	CCSc1nnc(Cc2cc(=O)[nH]c(=O)[nH]2)n1-c1cc(C)ccc1C
 : -1.4	-8	-17	-9	-1	3	4	-13	-3	7	-19
21	S=C(Nc1ccccc1)Nc1ccccn1
 : -1.1	-3	3	-8	-15	-2	-32	1	-1	2	-11
22	CC(=O)COC(=O)CNC(=O)c1ccc(Br)cc1
 : 2.4	2	-3	3	-45	-1	10	-5	-8	2	-8
23	CCC(CC)C1=NN2C(=N)/C(=C\c3cc(C)n(-c4cccc(C)c4)c3C)C(=O)N=C2S1
 : 2.3	0	-1	17	3	6	22	5	-6	2	-10
24	O=C1CN(C(=O)CC2C(=O)NCCN2Cc2ccccc2C(F)(F)F)CCN1 (configuration not stated)
 : -1.1	-7	1	-11	-11	3	8	9	-1	-2	-24
25	COc1cc(C(=O)N(Cc2ccc(C)o2)C2CCS(=O)(=O)C2)cc(OC)c1OC (configuration not stated)
 : -1.2	-5	2	-1	16	12	5	-2	4	1	-27
26	Cn1ccc2c(N3CCCCC3)cc3c(c21)C1CCC3O1 (configuration not stated)
 : x	x	x	-18	5	x	10	10	-3	1	11
27	C[C@@H]1CN([C@@H](C)CO)C(=O)CCCn2nncc2CO[C@H]1CN(C)S(=O)(=O)c1ccc2ccccc2c1
 : 2.7	1	-9	-11	1	4	-2	-3	3	1	-6
28	Cc1ccccc1CC1(CO)CCCN(C(=O)Cc2c(F)ccc(F)c2F)C1 (configuration not stated)
 : -0.1	-5	-5	-7	26	8	4	12	-3	-6	12
29	CCc1nc(C#N)c(N2CCCCC2)o1
 : -0.6	-9	-1	2	0	9	2	-14	-14	2	-25
30	COc1cccc(-c2nc(CS(=O)(=O)CC(=O)NCCCN3C(C)CCCC3C)c(C)o2)c1 (configuration not stated)
 : -1.9	-1	-7	-12	-6	-4	10	3	5	-3	-2
31	CC(=O)N(c1nc(CCl)cs1)c1c(C)cc(C)cc1C
 : 0.5	-5	8	17	-10	1	-5	-20	-4	1	7
32	CN(C)N=Nc1ccc2nc[nH]c2c1
 : 1.2	-5	1	4	-3	3	12	-13	-9	-10	-9
33	COc1ccc(-n2nc([N+](=O)[O-])c(=NCCc3ccc(C)cc3)n2O)cc1
 : -1.8	-11	-9	-10	10	-9	-7	-18	-4	-1	18
34	CN(Cc1nc(Cc2ccccc2F)no1)[C@@H]1CS(=O)(=O)C[C@H]1O
 : -0.3	4	-5	-3	1	3	24	-4	-6	-4	5
35	CCC(=O)N1CCN(c2ccc(NC(=O)c3ccc4c(c3)OCCO4)cc2)CC1
 : 0.0	1	0	-54	-12	5	-17	-24	-9	1	-38
36	COc1ccc(NC(=O)Cc2ccccc2)cn1
 : -1.0	0	-4	12	-45	20	4	4	1	2	9
37	CCn1cc(/C=C(\NC(=O)c2ccccc2OC)C(=O)NCCCn2ccnc2)c2ccccc21
 : -0.9	-5	7	2	7	0	-3	-19	-4	10	-13
38	O=C(Cc1csc(N2CCOCC2)n1)N/N=C/c1ccccc1C(=O)O
 : -1.3	-1	5	-15	-10	10	7	5	-4	-2	2
39	Cc1cc(/C=C2/NC(=O)NC2=O)c(C)n1-c1ccccn1
 : 1.5	-1	4	1	-4	-8	-12	-1	-1	11	-20
40	Cc1cccc(C)c1NC(=O)C(=O)NCC1CCCN1S(=O)(=O)c1cccs1 (configuration not stated)
 : -2.8	-1	5	-15	-4	15	3	9	6	-5	-7
41	O=C(Cn1cc(C(F)(F)F)ccc1=O)N1CCN(S(=O)(=O)c2ccc(Cl)cc2)CC1
 : -0.7	-2	0	-2	5	-1	-12	20	-14	-2	-4
42	Cc1cccc(NC(=O)c2c(-c3ccccc3)noc2C)n1
 : -1.7	-6	15	6	29	11	10	24	-1	2	7
43	COc1cc(C(=O)Nc2ccc(C#N)cc2)c([N+](=O)[O-])cc1OC
 : -1.4	12	-1	-19	-13	4	-31	-10	1	-4	-24
44	O=C(CN1CCN(c2ccccn2)CC1)N1CC(O)CO1 (configuration not stated)
 : -0.5	-13	-7	8	-15	4	1	6	3	3	-23
45	Cc1ccc2occ(/C=N/NC(=O)c3ccccc3Br)c(=O)c2c1
 : -4.9	0	3	10	17	-8	40	2	-8	-3	3
46	O=C(Nc1ccccc1C(=O)NCCCN1CCOCC1)c1ccccc1
 : -1.5	-1	7	8	-7	3	23	19	6	3	-3
47	O=C(CNC1CCCCC1)N1CCc2ccccc2C1
 : -0.1	-10	-8	0	-10	-7	17	-2	-3	1	5
48	Cc1oc2cc3c(C(=O)N4CCCCC4)c(C)oc3cc2c1C(=O)N1CCCCC1
 : -1.5	-26	4	-48	31	10	-3	21	1	-1	5
49	CCCCCCc1ccc(OC(=O)c2ccncc2)cc1
 : -1.6	2	-1	-4	-5	-1	-4	0	-15	-9	-50

Reformatted with bars between the fields: part of the list above
nr | Molecule | MC4R ag barr | LMP1 NFkB inh | TLR9-MyD88 inh | NR5A2 inv ag | NCOA2 inhibitor | MC4R antagonist | NCOA3 inh | NR2F2 inh | NOD2 RIPK2 PPI | ABHD5-PLIN5 inh | SRC1 inh
36 | COc1ccc(NC(=O)Cc2ccccc2)cn1 | -1.0 | 0 | -4 | 12 | -45 | 20 | 4 | 4 | 1 | 2 | 9
37 | CCn1cc(/C=C(\NC(=O)c2ccccc2OC)C(=O)NCCCn2ccnc2)c2ccccc21 | -0.9 | -5 | 7 | 2 | 7 | 0 | -3 | -19 | -4 | 10 | -13
38 | O=C(Cc1csc(N2CCOCC2)n1)N/N=C/c1ccccc1C(=O)O | -1.3 | -1 | 5 | -15 | -10 | 10 | 7 | 5 | -4 | -2 | 2
39 | Cc1cc(/C=C2/NC(=O)NC2=O)c(C)n1-c1ccccn1 | 1.5 | -1 | 4 | 1 | -4 | -8 | -12 | -1 | -1 | 11 | -20
40 | Cc1cccc(C)c1NC(=O)C(=O)NCC1CCCN1S(=O)(=O)c1cccs1 (configuration not stated) | -2.8 | -1 | 5 | -15 | -4 | 15 | 3 | 9 | 6 | -5 | -7
41 | O=C(Cn1cc(C(F)(F)F)ccc1=O)N1CCN(S(=O)(=O)c2ccc(Cl)cc2)CC1 | -0.7 | -2 | 0 | -2 | 5 | -1 | -12 | 20 | -14 | -2 | -4
42 | Cc1cccc(NC(=O)c2c(-c3ccccc3)noc2C)n1 | -1.7 | -6 | 15 | 6 | 29 | 11 | 10 | 24 | -1 | 2 | 7
43 | COc1cc(C(=O)Nc2ccc(C#N)cc2)c([N+](=O)[O-])cc1OC | -1.4 | 12 | -1 | -19 | -13 | 4 | -31 | -10 | 1 | -4 | -24
44 | O=C(CN1CCN(c2ccccn2)CC1)N1CC(O)CO1 (configuration not stated) | -0.5 | -13 | -7 | 8 | -15 | 4 | 1 | 6 | 3 | 3 | -23
45 | Cc1ccc2occ(/C=N/NC(=O)c3ccccc3Br)c(=O)c2c1 | -4.9 | 0 | 3 | 10 | 17 | -8 | 40 | 2 | -8 | -3 | 3
46 | O=C(Nc1ccccc1C(=O)NCCCN1CCOCC1)c1ccccc1 | -1.5 | -1 | 7 | 8 | -7 | 3 | 23 | 19 | 6 | 3 | -3
47 | O=C(CNC1CCCCC1)N1CCc2ccccc2C1 | -0.1 | -10 | -8 | 0 | -10 | -7 | 17 | -2 | -3 | 1 | 5
48 | Cc1oc2cc3c(C(=O)N4CCCCC4)c(C)oc3cc2c1C(=O)N1CCCCC1 | -1.5 | -26 | 4 | -48 | 31 | 10 | -3 | 21 | 1 | -1 | 5
49 | CCCCCCc1ccc(OC(=O)c2ccncc2)cc1 | -1.6 | 2 | -1 | -4 | -5 | -1 | -4 | 0 | -15 | -9 | -50

An excerpt; count on the stated rates, not on these rows.
